Screening data deposited in PubChem BioAssay by several laboratories.
sEH inhibitor: soluble epoxide hydrolase inhibitors, primary screen, biochemical, human sEH | Bifunctional epoxide hydrolase 2 (Homo sapiens), P34913 | recombinant human sEH enzymatic activity assay | inhibition, % at 2 µM | 91,000 tested, 0.34% active | AID 707, 2007; in the data active = inhibition above about 80%; note: values of inactives mirror those of a sister screen read the other way; many of its hits are not listed in these tables
Mac1 fbg enh: enhancers of CD11b/CD18 adhesion to fibrinogen, primary screen, K562 cells, luminescence | ATPlite luminescence | Integrin beta-2 (Homo sapiens) + Integrin alpha-M (Homo sapiens), P05107+P11215 | activation, % at 10 µM | 93,000 tested, 0.07% active;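 active = 10 µM primary screen giving 50% or more activity, confirmed by 40% or more on retest at that dose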; note: strong numbers were not always called active; reference of the scale not given here
Target sequence (P05107 whole entry, looked up, other chains not shown): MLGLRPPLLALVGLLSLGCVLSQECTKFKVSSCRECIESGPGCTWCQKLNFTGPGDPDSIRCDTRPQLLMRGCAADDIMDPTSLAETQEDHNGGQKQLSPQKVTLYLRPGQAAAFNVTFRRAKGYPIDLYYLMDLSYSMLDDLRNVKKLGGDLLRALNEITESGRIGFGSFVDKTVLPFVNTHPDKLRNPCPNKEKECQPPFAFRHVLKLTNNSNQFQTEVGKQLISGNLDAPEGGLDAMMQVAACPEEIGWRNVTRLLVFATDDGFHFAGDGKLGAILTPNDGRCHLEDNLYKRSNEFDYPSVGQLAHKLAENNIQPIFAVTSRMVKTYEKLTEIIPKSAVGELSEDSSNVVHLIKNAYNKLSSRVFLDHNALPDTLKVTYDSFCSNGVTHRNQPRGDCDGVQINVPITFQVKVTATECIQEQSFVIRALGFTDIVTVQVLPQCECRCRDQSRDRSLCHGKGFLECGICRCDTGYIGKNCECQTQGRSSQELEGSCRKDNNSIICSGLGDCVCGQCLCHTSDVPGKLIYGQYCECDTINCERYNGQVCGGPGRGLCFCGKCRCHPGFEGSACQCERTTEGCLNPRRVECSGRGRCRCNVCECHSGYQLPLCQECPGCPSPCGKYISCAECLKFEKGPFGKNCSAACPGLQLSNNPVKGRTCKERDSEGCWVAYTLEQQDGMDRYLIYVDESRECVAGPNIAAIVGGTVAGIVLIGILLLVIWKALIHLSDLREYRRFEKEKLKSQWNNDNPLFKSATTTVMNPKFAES
Candida biofilm: clotrimazole potentiators killing Candida biofilms, primary screen, with clotrimazole, Alamar Blue. inhibition, % at 6 µM. C. albicans biofilm + clotrimazole. 85,000 tested, 0.14% active;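 active = inhibition above 20%; inactive = inhibition below 20%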;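 note: preformed 24 hr biofilms exposed to compound for 48 hr; 0% = biofilm without compound and 100% = blank killed by clotrimazole plus chlorhexidine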
Mac1 fbg inh: inhibitors of CD11b/CD18 adhesion to fibrinogen, primary screen, K562 cells, luminescence; Integrin beta-2 (Homo sapiens) + Integrin alpha-M (Homo sapiens), P05107+P11215; 93,000 tested, 0.54% active; inhibition, % at 10 µM; ATPlite luminescence; Mn2+ added to activate the integrin; AID 1497, 2009;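 active = primary inhibition of 50% or more at 10 µM, then 40% or more on retest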; note: some results filed as inactive read as strong as hits
MT1-MMP txn act: MT1-MMP promoter reporter activation – cell-based, luciferase luminescence, primary screen; HT1080 MT1-MMP promoter luciferase reporter, overnight; hits give high values; activation factor at 10 µM; 86,000 tested, 0.16% active;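 active = activation factor of at least 2 for MT1-MMP transcription at 10 µM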
Smad3 FoxH1 inh: Smad3/FoxH1 peptide binding inhibitors, primary screen, biochemical, TR-FRET; TR-FRET Smad3/Dy647-FoxH1 peptide binding, europium anti-His; Mothers against decapentaplegic homolog 3 (Homo sapiens), P84022; 88,000 tested, 0.29% active; inhibition, % at 25 µM;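 active = compounds that reduce the energy-transfer binding signal between the protein and its labelled peptide by more than half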;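 note: 0% = Smad3 plus labelled peptide maximal FRET and 100% = peptide-only background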
ERa coact pot: enhancers of ERα–SRC-1 coactivator binding, primary screen, biochemical, TR-FRET, ERα LBD, low estradiol; TR-FRET ERalpha-LBD/SRC-Cy5 coactivator binding, 2 h; 100 = basal binding, no effect; 86,000 tested, 1.3% active; coactivator binding (% of control), % at 25.6 µM; AID 639, 2007; in the data active = activity above about 200%;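 note: binding measured in presence of low estradiol as agonist stimulus; 0% = peptide alone without receptor and 100% = receptor with peptide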
sEH activator: soluble epoxide hydrolase activators, primary screen, biochemical, human sEH. activation, % at 2 µM. purified human sEH enzymatic activity, activator screen. 91,000 tested, 0.04% active; in the data active = activation above about 37%; note: values of inactives mirror those of a sister screen read the other way
ERb coact inh: inhibitors of ERβ-SRC1 coactivator interaction, primary screen, biochemical, TR-FRET, ERβ LBD, SRC-1 peptide. TR-FRET ER-beta LBD / SRC1-Cy5 peptide binding; receptor agonist-loaded with 1 µM estradiol. inhibition, % at 25.6 µM. 86,000 tested, 1.3% active. AID 633, 2007;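 active = compounds whose percent inhibition of the receptor-coactivator binding signal exceeds about 50% in the single-dose screen, limit read from the data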;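 note: 0% = receptor plus peptide wells without compound and 100% = peptide-only wells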
Numbers without * were called inactive; · = not tested or not shown; [ ] = remark or other dose.

The line under a structure holds: Mac1 fbg inh, Mac1 fbg enh, Candida biofilm, MT1-MMP txn act, Smad3 FoxH1 inh, sEH activator, ERa coact pot, ERb coact inh, sEH inhibitor
#1 COCC(C)n1c(C)cc(C(=O)COC(=O)c2n[nH]c3ccccc23)c1C (stereo unspecified)
    25, -5, 4, 1, -7, 13, 90, 2, -15
#2 COC(=O)c1ccccc1NC(=O)N1CCN(S(=O)(=O)c2ccc(Cl)cc2)CC1
    8, 4, 5, 1, 6, -3, 125, 5, 1
#3 Cc1onc(-c2c(Cl)cccc2Cl)c1C(=O)Nc1c(C)n(C)n(-c2ccccc2)c1=O
    0, 1, 8, 1.1, -11, 1, 135, -8, -2
#4 Cc1ccc(N2CN=C(c3ccccc3)NC2=S)cc1
    5, 1, 2, 1.6, 2, -4, 100, -16, 6
#5 Cc1ccccc1-n1nc(C)c2cc(C(=O)N3CCN(S(=O)(=O)c4ccc(Cl)cc4)CC3)sc21
    ·, ·, 5, 1.1, 1, 8, 113, 8, -4
#6 O=C(CSc1nnc(-c2cccnc2)n1Cc1ccco1)c1ccc(Br)cc1
    -1, 1, 8, 1, -2, 3, 95, 10, -3
#7 CCCC(=O)Nc1sc2c(c1C#N)CCCCC2
    ·, ·, 7, 1.7, 1, 11, 114[fluorescence artefact?], -1[fluorescence artefact?], -7
#8 O=C(NCc1ccco1)c1cccc(-c2nnc(-c3ccccc3)o2)c1
    0, 2, 7, 1.2, 3, 10, 99, -10, -14
#9 Cc1nn(-c2ccccc2)c2sc(C(=O)N(Cc3ccco3)C(C)C(=O)NC(C)(C)C)cc12 (stereo unspecified)
    5, 5, 8, 1, -2, 6, 131, 7, -7
#10 Cc1cc(C)nc(Nc2n[nH]c(-c3cccc4ccccc34)n2)n1
    ·, ·, 1, 1.8, -1, -6, 113, -6, 5
#11 CC1CCN(C(c2ccccc2)c2nnnn2C(C)(C)C)CC1 (stereo unspecified)
    -13, 1, 7, 1, 2, ·, 114, -4, ·
#12 Cc1csc(/C(C#N)=N/O)n1
    26, 3, 10, 1.2, 2, -2, 100, -4, 2
#13 CCOc1ccc(C(=O)NCCN(C)C)cc1
    -3, 4, -1, 1.3, -4, -12, 124, -4, 7
#14 CCC(NS(=O)(=O)c1ccc(C)cc1)C(=O)O (stereo unspecified)
    -7, 0, ·, 1.4, ·, -2, ·, ·, 1
#15 Cc1ccc(Cn2c(C)nc3c(c2=O)c2nc4ccccc4nc2n3Cc2ccco2)cc1
    -18, 96, 1, 1.1, -10, -5, 163[fluorescence artefact?], 36[fluorescence artefact?], 7
#16 CCOC(=O)CN(C(=O)CSc1nnc(CNc2ccc(F)cc2)n1CC)c1ccc(F)cc1
    8, -6, 2, ·, 8, 0, 223*, -8, 2
#17 O=C(O)c1cc2nc3c(c(C(F)(F)F)n2n1)CCc1ccccc1-3
    -1, -1, 9, 1.1, 9, -2, 47[fluorescence artefact?], 36[fluorescence artefact?], 0
#18 CCOc1ccc(NC(=O)c2oc3ccccc3c2NC(=O)CC)cc1
    ·, ·, -1, 1.1, -1, ·, 121, 4, ·
#19 CCOc1nc(C)ccc1-c1noc(-c2ccco2)n1
    0, 0, 3, 1.3, 1, -1, 99, -23, 5
#20 COc1ccc2[nH]c3c(NCc4ccco4)ncnc3c2c1
    39, -4, 4, 2.1*, 1, 0, 92, 0, 1
#21 COc1nc(N)c(S(=O)(=O)c2ccc(C)cc2)cc1C#N
    -5, -2, ·, ·, ·, -3, ·, ·, 4
#22 COc1ccc(CN2C(=O)CCC2(C)C(=O)NC2CCCCCC2)cc1 (stereo unspecified)
    -13, -2, 1, 1.2, 10, -5, 111, -5, 8
#23 CCOC(=O)NCc1cc(-c2nn(C)c(=O)c3ccccc23)ccc1C
    15, -2, -1, 1, -1, -18, 103, -27, 22
#24 Cc1ccc(C)c(NC(=O)c2nc(-c3ccccc3)n(-c3ccccc3)n2)c1
    4, -3, ·, ·, ·, 3, ·, ·, -2
#25 COc1cc(C(=O)N(Cc2ccc(N(C)C)cc2)C2CCS(=O)(=O)C2)cc(OC)c1OC (stereo unspecified)
    -7, -5, -2, 1.2, 5, 1, 108, -19, 0
#26 O=C(O)c1cnn(-c2ccccc2)c1-c1ccccc1
    -7, -3, 3, ·, -4, 8, 106, -4, -6
#27 O=C(NC1CCCCCCC1)c1ccccc1O
    1, -3, 4, 1.9, 5, -11, 98, -2, 10
#28 CCC(C)n1c(S(=O)(=O)O)nc2ccccc21 (stereo unspecified)
    -27, 2, 1, 1.1, -3, -10, 82, 5, 8
#29 COc1cc(C(=O)OCc2cc3ccccc3[nH]c2=O)cc(OC)c1OC
    ·, ·, 7, 1.1, 4[fluorescence artefact?], 3, 172[fluorescence artefact?], 31[fluorescence artefact?], -3
#30 CC(C)(C)C(=O)Nc1ccccc1N1CCN(C(=O)c2ccc(Cl)cc2)CC1
    -22, 23, -2, 1.2, -2, 9, 100, 2[fluorescence artefact?], -12

New compounds follow.
The line under a structure holds: Mac1 fbg inh, Mac1 fbg enh, Candida biofilm, MT1-MMP txn act, Smad3 FoxH1 inh, sEH activator, ERa coact pot, ERb coact inh, sEH inhibitor
#31 Cc1nc(-c2ccc(S(=O)(=O)N3CCCCCC3)cc2)cs1
    -9, -4, -2, 1.2, 7, -2, 114[fluorescence artefact?], -4, 2
#32 COc1ccc(NC2CC(=O)N(CCc3ccccc3)C2=O)cc1 (stereo unspecified)
    ·, ·, -3, 1.2, -18, -14, 108, 1[fluorescence artefact?], 18
#33 C(=N\n1cnnc1)/c1ccc(-c2ccccc2)cc1
    -28, -3, 10, 1, 4, ·, 89, 12[fluorescence artefact?], ·
#34 CCN(CCC(=O)Nc1cc(OC)cc(OC)c1)Cc1ccccc1
    4, 2, 6, 1.4, -1, ·, 90, 7[fluorescence artefact?], ·
#35 Nc1c(-c2cccs2)cnn1-c1nc(-c2ccc(F)cc2)cs1
    15, 4, ·, ·, ·, -7, ·, ·, 8
#36 CCOC(=O)CCNC(=O)Nc1ccc2nc(C)n(Cc3cccc(Cl)c3)c(=O)c2c1
    9, -6, 17, 1.1, 2, -22, 86, 2, 21
#37 CCOC(=O)N1CCN(C(=O)CCc2c(C)nc3nc(C)nn3c2C)CC1
    -13, -1, 9, 1.1, -1, 8, 109, 16, -11
#38 CCn1c2ccccc2c2cc(NC(=O)c3ccco3)ccc21
    -25, -3, 1, 1.1, 4, ·, 96, 1, ·
#39 Cc1cccc2cc(C#N)c(SCC(=O)Nc3ccccc3N3CCOCC3)nc12
    ·, ·, 8, 1.2, 7[fluorescence artefact?], -1, 295*[fluorescence artefact?], 13[fluorescence artefact?], 1
#40 O=c1[nH]c2ccc(Cl)cc2c(O)c1-c1ccccc1
    -16, -2, ·, ·, ·, 0, ·, ·, 3
#41 Cc1cccc(N2C(N)=NC(N)=NC23CCCCC3)c1
    -2, -4, 9, 1.1, -10, -5, 88, -3, 5
#42 CC1(c2ccccn2)Nc2ccccc2-c2nc3ccccc3n21 (stereo unspecified)
    -11, -3, 3, 1.3, 0, -17, 111, -1, 18
#43 CCc1nc(SCC(=O)Nc2sc(C)c(C)c2C(=O)OC)c2ccccc2n1
    -12, -2, ·, ·, ·, -6, ·, ·, 6
#44 CC(C)(C)S(=O)c1cccs1 (stereo unspecified)
    -2, -1, -1, 1.1, 5, 7, 129, 2, -11
#45 CN(C)c1ccc(-c2nn3c(C4CCCCC4)nnc3s2)cc1
    -26, -1, 0, 1, 0, -1, 108, 6, -1
#46 COc1ccc(C(=O)c2c[nH]c(C(=O)NCC3CCCO3)c2)cc1 (stereo unspecified)
    3, 2, ·, ·, ·, -4, ·, ·, 7
#47 COc1ccc(C(=O)c2ccc(OC)c(N)c2)cc1N
    41, 7, ·, 0.8, ·, 2, ·, ·, 0
#48 COc1ccc(NC(=O)C2CCN(C(=O)NCc3ccccc3)CC2)cc1
    -2, 2, 5, 1.1, 6, 2, 118, -5, -2
#49 Cc1ccc(C(=O)OCC(=O)NCc2ccco2)cc1
    -16, -1, 5, 1.1, 12, 8, 99, -3, -10
#50 COCC(=O)N(Cc1ccccc1)c1ccccn1
    -24, 1, 10, 0.9, 5, 4, 107, -9, -1
#51 CC(=O)c1nc(N2C(=O)C3CC=C(C)CC3C2=O)sc1C (stereo unspecified)
    16, 3, 6, 1, 11, 3, 98[fluorescence artefact?], -25, 2
#52 COc1ccccc1-c1cc(C(=O)N/N=C/c2cccs2)c2ccccc2n1
    2, -4, ·, ·, ·, -11, ·, ·, 12
#53 Cc1cc(C)c2nc(NC(=O)c3cc(C)on3)sc2c1
    -42, -2, 0, 1.3, 19, -7, 98, 2, 8
#54 Cn1nc(CC(=O)NC2CCCCCC2)c2ccccc2c1=O
    8, 0, 1, 1.1, 4, 0, 106, -1, -1

Rewritten field by field: entries from further up
35: Nc1c(-c2cccs2)cnn1-c1nc(-c2ccc(F)cc2)cs1
- Mac1 fbg inh: 15
- Mac1 fbg enh: 4
- Candida biofilm: ·
- MT1-MMP txn act: ·
- Smad3 FoxH1 inh: ·
- sEH activator: -7
- ERa coact pot: ·
- ERb coact inh: ·
- sEH inhibitor: 8

49: Cc1ccc(C(=O)OCC(=O)NCc2ccco2)cc1
- Mac1 fbg inh: -16
- Mac1 fbg enh: -1
- Candida biofilm: 5
- MT1-MMP txn act: 1.1
- Smad3 FoxH1 inh: 12
- sEH activator: 8
- ERa coact pot: 99
- ERb coact inh: -3
- sEH inhibitor: -10

Compounds shown so far that contain a thiophene ring, fused or not:
The line under a structure holds: Mac1 fbg inh, Mac1 fbg enh, Candida biofilm, MT1-MMP txn act, Smad3 FoxH1 inh, sEH activator, ERa coact pot, ERb coact inh, sEH inhibitor
#5 Cc1ccccc1-n1nc(C)c2cc(C(=O)N3CCN(S(=O)(=O)c4ccc(Cl)cc4)CC3)sc21
    ·, ·, 5, 1.1, 1, 8, 113, 8, -4
#7 CCCC(=O)Nc1sc2c(c1C#N)CCCCC2
    ·, ·, 7, 1.7, 1, 11, 114[fluorescence artefact?], -1[fluorescence artefact?], -7
#9 Cc1nn(-c2ccccc2)c2sc(C(=O)N(Cc3ccco3)C(C)C(=O)NC(C)(C)C)cc12 (stereo unspecified)
    5, 5, 8, 1, -2, 6, 131, 7, -7
#35 Nc1c(-c2cccs2)cnn1-c1nc(-c2ccc(F)cc2)cs1
    15, 4, ·, ·, ·, -7, ·, ·, 8
#43 CCc1nc(SCC(=O)Nc2sc(C)c(C)c2C(=O)OC)c2ccccc2n1
    -12, -2, ·, ·, ·, -6, ·, ·, 6
#44 CC(C)(C)S(=O)c1cccs1 (stereo unspecified)
    -2, -1, -1, 1.1, 5, 7, 129, 2, -11
#52 COc1ccccc1-c1cc(C(=O)N/N=C/c2cccs2)c2ccccc2n1
    2, -4, ·, ·, ·, -11, ·, ·, 12

These rows are one share of the data. The share of hits here may be higher or lower than overall.
